High-throughput results deposited in PubChem BioAssay by several laboratories.
S1P4 antagonist: antagonists of human S1P4 receptor; O95977; S1P4-expressing cells, antagonist mode, reporter read-out; inhibition, % at 4.98 µM; hit rate 0.26% among 220,000; AID 1510; in the data active means inhibition above about 29%;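 further: 0% = wells stimulated with agonist and 100% = vehicle wells without agonist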
Target sequence (O95977 whole entry, looked up): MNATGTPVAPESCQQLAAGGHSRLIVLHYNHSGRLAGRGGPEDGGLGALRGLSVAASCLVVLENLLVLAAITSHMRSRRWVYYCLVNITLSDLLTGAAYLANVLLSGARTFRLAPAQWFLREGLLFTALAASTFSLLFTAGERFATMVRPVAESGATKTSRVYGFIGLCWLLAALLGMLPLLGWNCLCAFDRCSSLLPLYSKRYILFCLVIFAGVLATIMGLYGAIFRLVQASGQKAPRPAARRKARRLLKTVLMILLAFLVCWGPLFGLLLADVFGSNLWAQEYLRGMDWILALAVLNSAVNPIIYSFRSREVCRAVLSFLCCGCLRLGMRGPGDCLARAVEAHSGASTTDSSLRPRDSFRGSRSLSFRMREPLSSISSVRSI
BaF3 tox: parental Ba/F3 viability inhibition as JAK2V617F counter-screen | CellTiter-Glo ATP luminescence | inhibition, % at 5.6 µM | hit rate 1.1% among 220,000;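 active means inhibition above a per-campaign cutoff, the mean inhibition of all tested compounds plus 3 SD, cut at about 27% in these data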;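 further: 0% = DMSO wells and 100% = JAK Inhibitor I control wells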
eIF4E 4G PPI: eIF4E/eIF4G interaction inhibition in translation initiation | TR-FRET eIF4E-eIF4GI(517-606) binding, 2 h | inhibition, % at 21.7 µM | hit rate 0.37% among 220,000;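 active means inhibition above about 30%, limit read from the data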;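 further: 0% = full FRET control wells and 100% = background wells lacking eIF4GI fragment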
PERK inhibitor: blocks human PERK kinase. CHO PERK-DD fusion, SEAP luminescence translation reporter. inhibition, % at 5.6 µM. Q9NZJ5. hit rate 0.17% among 220,000;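 active means inhibition above the mean inhibition of all tested compounds plus 3 SD, set separately per screening campaign, cut at about 2.9% in these data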;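 further: PERK kinase domain activated by AP20187 dimerizer at 100 nM; 0% = DMSO with dimerizer and 100% = rapamycin at 8.4 µM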
Ba/F3 V617F tox: loss of viability in JAK2V617F-driven Ba/F3 cells; Ba/F3 EpoR-JAK2V617F viability, ATP luminescence; inhibition, % at 5.6 µM; hit rate 1.1% among 220,000;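 active means inhibition above the campaign mean plus 3 SD over all tested compounds, cut at about 24% in these data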;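 further: cytokine-independent growth of Ba/F3 cells driven by EpoR plus mutant JAK2; 0% = DMSO-treated cells and 100% = JAK inhibitor I control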
S1P4 ag: human S1P4 receptor agonism; S1P4-expressing cell line, agonist reporter assay; activation, % at 4.98 µM; hit rate 0.35% among 220,000; in the data active means activation above about 11%;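 further: 0% = DMSO vehicle and 100% = reference agonist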
NPY2 pot ag: human NPY-Y2 potentiation or agonism, primary screen; P49146; cells expressing NPY-Y2, potentiator/agonist read-out; activation, % at 3.6 µM; hit rate 0.45% among 220,000; in the data active means activation above about 27%;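 further: cells stimulated with NPY near EC25 plus isoproterenol at EC100; 0% = vehicle plus submaximal agonist and 100% = vehicle plus saturating agonist; some results beyond the cut were filed as inactive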
Target sequence (P49146 whole entry, looked up): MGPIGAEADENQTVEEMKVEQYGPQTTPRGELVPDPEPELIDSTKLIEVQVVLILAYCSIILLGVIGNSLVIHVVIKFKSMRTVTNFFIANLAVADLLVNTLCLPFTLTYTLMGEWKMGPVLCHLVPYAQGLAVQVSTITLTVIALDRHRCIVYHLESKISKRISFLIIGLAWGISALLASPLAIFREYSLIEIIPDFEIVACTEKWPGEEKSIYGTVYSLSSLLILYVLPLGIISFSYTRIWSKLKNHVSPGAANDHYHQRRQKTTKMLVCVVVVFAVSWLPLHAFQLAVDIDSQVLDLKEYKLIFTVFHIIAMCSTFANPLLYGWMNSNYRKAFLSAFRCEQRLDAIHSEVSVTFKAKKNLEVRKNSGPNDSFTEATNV
Mdm2 ligase inh: Mdm2 E3 ligase (human) inhibition; hit rate 0.11% among 210,000; cell-based MDM2 ubiquitination luciferase reporter, 2 h; 0 = plate control, 100 = twice control, blank-subtracted; signal enhancement, % at 5 µM;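 active means signal enhancement of 30% or more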;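 further: luminescence tracks abundance of the self-degrading MDM2-luciferase fusion protein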
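system = mammalian cells stably expressing self-ubiquitinating, self-degrading MDM2 E3–luciferase fusion | quantity = 2000 cells per well seeded | incubation = 4 h cell settling then 2 h compound exposure, 37 °C | signal = SteadyLite luminescence, 15 min reagent step | benchmarks = plate control and blank wells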
Wee1 degr inh: human Wee1 degradation inhibition, primary screen; HeLa Luc-Wee1K328M stability, luciferase luminescence; 100% = proteasome inhibitor MG132 effect; reporter increase, % at 5 µM; P30291; AID 1321; hit rate 1.2% among 220,000;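 active means activation above the mean of all tested compounds plus 3 SD, set per screening run, cut at about 8.8% in these data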;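 further: cells exposed to compound for 20 h before luminescence read; 0% = DMSO alone and 100% = MG132 at 30 µM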
* hit, by the source's call; nt = no result given; [ ] = dose if it differs, or a comment.

Values run as follows: S1P4 antagonist	BaF3 tox	eIF4E 4G PPI	PERK inhibitor	Ba/F3 V617F tox	S1P4 ag	NPY2 pot ag	Mdm2 ligase inh	Wee1 degr inh
CCCS(=O)(=O)N1CCC(C(=O)NCc2ccccc2Cl)CC1
 : -19	0	-2	-0.8	0	2.5	12	-18	2
CCc1cc2c(SCC(=O)N(C)C3CCS(=O)(=O)C3)ncnc2s1 (centres undefined)
 : 11	1	-9	0.3	4	-0.2	1	-17	0
Cc1ccc(-c2noc(-c3ccccc3F)n2)cc1
 : -4	3	1	1.9	0	-0.8	5	-58	5
Cc1csc(NC(=O)C2CCCN(S(=O)(=O)c3cnc[nH]3)C2)n1 (centres undefined)
 : 5	3	3	1.4	-2	-0.1	-4	-10	-1
COc1ccc(CCNC(=O)c2cccnc2)cc1
 : -13	4	-2	1.1	-2	0.1	-9	-23	3
CCOCCCn1c(SCC(=O)Nc2cc(C(C)(C)C)nn2-c2ccccc2)nc2ccccc2c1=O
 : -11	3	1	-0.9	-2	0.3	-2	-14	-1
Cn1c2ccccc2c2nnc(SCC(=O)NCc3ccoc3)nc21
 : 4	7	2	1.3	4	-0.2	-10	-17	-1
Cc1cc(C)nc(NN2C(=O)/C(=C/c3ccccc3)SC2=S)n1
 : -8	-1	-25	0.5	1	1.1	0	-13	-3
COc1ccc(C(=O)NC(=S)NCc2ccco2)cc1
 : -8	-1	5	0.1	-4	-0.6	-22	-8	0
Cc1c(/C=N/Nc2ccc(F)cc2)c(O)n(C)c(=O)c1C#N
 : 6	9	-5	0.2	-1	0.8	-4	-11	-1

The list continues.
Values run as follows: S1P4 antagonist	BaF3 tox	eIF4E 4G PPI	PERK inhibitor	Ba/F3 V617F tox	S1P4 ag	NPY2 pot ag	Mdm2 ligase inh	Wee1 degr inh
CN1CC(=O)N(CC(=O)N2N=C(c3ccc(Cl)cc3)CC2c2ccco2)C1=O (centres undefined)
 : -4	7	2	0.1	0	-1.1	12	-6	0
O=C1c2cnc3nc(SCc4ccccc4)nn3c2CC2c3ccccc3CCN12 (centres undefined)
 : -2	1	1	-1.0	-4	0.8	-13	-10	0
O=C(CNC(=O)c1ccco1)Nc1ccc(S(=O)(=O)N2CCCC2)cc1
 : 4	-2	2	0.4	-4	-0.9	-1	-18	-1
O=C(NC1CCCC1)c1ccccc1OCc1ccccc1
 : -7	5	-2	0.2	-3	1.7	-20	-2	1
Oc1c(CN2CCOCC2)cc(COCc2ccccc2)c2cccnc12
 : -19	1	2	-0.3	2	-0.2	0	-24	-2
O=C(c1ccc(NS(=O)(=O)c2ccccc2)cc1)N1CCCC1
 : 7	5	-1	0.3	-3	0.6	-4	-21	-3
COCC(C)NC(=O)Cc1ccc(F)cc1 (centres undefined)
 : -8	5	4[fluorescence artefact?]	1.8	-1	0.5	-4	-15	6
COc1ccc(C(=O)Nc2nnc(C(F)(F)F)s2)cc1
 : 3	1	4	0.2	-1	0.7	2	-7	7
c1ccc(CSCc2cn3ccsc3n2)cc1
 : -9	3	-2[fluorescence artefact?]	-1.4	3	0.5	16	-2	0
Cc1nn(CC(=O)Nc2ccc3c(c2)nc(CN2CCCCC2)n3C)c(=O)c2ccccc12
 : -11	8	2	-0.4	3	-1.0	11	-10	0

More structures follow:
Values run as follows: S1P4 antagonist	BaF3 tox	eIF4E 4G PPI	PERK inhibitor	Ba/F3 V617F tox	S1P4 ag	NPY2 pot ag	Mdm2 ligase inh	Wee1 degr inh
CC1CCCCN1CC(O)COCCC12CC3CC(CC(C3)C1)C2 (centres undefined)
 : 9	7	5	-0.8	21	-4.6	-8	-13	2
CCOc1ccccc1/C=N/NC(=O)c1cccc(S(=O)(=O)N2CCOCC2)c1
 : -13	2	1	-0.1	1	0.9	-4	-4	-2
O=C(NNC(=O)c1ccccc1O)c1ccco1
 : -11	7	0	0.1	4	0.4	-1	-19	0
O=C(O)C1CCC(=O)N1C(=O)OCc1ccccc1 (centres undefined)
 : 2	0	5	0.0	3	-0.9	7	-11	2
COc1cccc(CNCCc2c[nH]c3ccccc23)c1OCc1ccc(F)cc1
 : -3	3	1	-2.6	-3	-3.5	-4	-81	-1
CC(C)CC(=O)Nc1cccc(C(C)O)c1 (centres undefined)
 : -16	8	0	0.0	2	0.7	-4	-6	1
O=C(CCc1nnc(Cc2c[nH]c3ccccc23)o1)NC1CCCC1
 : -5	4	3	1.4	-1	0.1	9	0	-2
COC(=O)c1ccc(C2Nc3ccc(/C(C)=N/NC(=O)C(OC)c4ccccc4)cc3C3C=CCC32)cc1 (centres undefined)
 : -13	5	nt	-0.2	2	-0.3	-13	-17	-2
COc1ccc(Cl)cc1N1C(=N)SCC1=O
 : -10	1	0	1.7	-6	0.8	-1	-15	-2
CN1CCN(c2ccc(S(=O)(=O)N3CCCCC3)cc2[N+](=O)[O-])CC1
 : 9	8	-2	0.1	1	1.2	4	16	5

(next part)
Values run as follows: S1P4 antagonist	BaF3 tox	eIF4E 4G PPI	PERK inhibitor	Ba/F3 V617F tox	S1P4 ag	NPY2 pot ag	Mdm2 ligase inh	Wee1 degr inh
CCOc1cc(N(CC)CC)ccc1/C=C(/C#N)c1nc2ccccc2[nH]1
 : 12	6	7	-0.4	3	-0.9	-13	-25	-1
Cc1cccc(CCNC(=O)CN(C)S(=O)(=O)c2cnc[nH]2)c1
 : -4	2	-3	0.2	5	0.5	-12	6	-1
C[N+](C)(C)C/C=C1/COCO1
 : 3	11	4[fluorescence artefact?]	-0.2	7	-1.9	-8	-4	4
CCOc1cccc(N2C(=O)CC(N3CCN(c4nc5ccccc5s4)CC3)C2=O)c1 (centres undefined)
 : -26	2	-1	0.1	-3	-1.1	-12	-10	3
COc1ccc(C)cc1N(C(=O)CNC(=O)c1ccco1)C(C(=O)NC1CCCC1)c1cccnc1 (centres undefined)
 : -10	3	-1[fluorescence artefact?]	-0.5	-2	1.3	10	-12	-2
CN(C)S(=O)(=O)c1ccc(C(=O)OCCn2cnc3c2c(=O)n(C)c(=O)n3C)cc1
 : -19	9	2	0.6	5	-0.6	-8	-13	-4
COc1ccccc1/C=C/C(=O)OCC(=O)NCCC1=CCCCC1
 : 4	4	0	1.9	1	0.1	-19	-6	-3
Cc1cc(C)c(S(=O)(=O)Nc2ccc(O)c(Sc3ncn[nH]3)c2)c(C)c1
 : 1	5	0	0.3	2	-0.3	6	-7	3
COc1ccc(-c2cc(C(F)F)n3ncc(C(=O)NCC4CCCO4)c3n2)cc1 (centres undefined)
 : -4	6	-1[fluorescence artefact?]	-1.2	2	-0.6	-24	-18	1
CC1(C)N=C(N)NC(Nc2ccccc2Cl)=N1
 : -4	4	-4	1.0	-2	0.6	0	-5	1

More entries.
Values run as follows: S1P4 antagonist	BaF3 tox	eIF4E 4G PPI	PERK inhibitor	Ba/F3 V617F tox	S1P4 ag	NPY2 pot ag	Mdm2 ligase inh	Wee1 degr inh
NC(=O)CSc1n[nH]c(-c2ccco2)n1
 : 12	-2	-6	1.2	-3	1.4	5	nt	0
Cn1nccc1C(=O)NC(=S)Nc1sc2c(c1C#N)CCCCC2
 : -9	1	-1	0.6	0	0.6	-22	-8	0
Cc1ncc(S(=O)(=O)C(C)(C)C)c(N)n1
 : 2	-2	-4	1.4	0	0.2	-2	-18	-1
CCn1cc(C(=O)N2CCc3ccccc3C2)c(=O)c2cc(S(=O)(=O)N3CCCCC3)ccc21
 : 12	8	-4	-0.5	3	-1.9	-8	-12	1
CCCn1c(NC(=S)Nc2ccccc2)nc2ccccc21
 : -14	6	-26	0.0	0	0.7	-3	15	0
Clc1cccc(-c2nnc(-c3ccccc3)o2)c1
 : -22	2	0	-0.1	-1	-1.8	2	-11	2
CCCOc1ccc(C(CC(=O)O)NC(=O)CC(c2ccccc2)c2ccccc2)cc1 (centres undefined)
 : 0	4	2	0.8	1	-0.1	-17	nt	4
C=CCNC(=S)Nc1cccc2ccccc12
 : 2	-3	-1[fluorescence artefact?]	3.0*	-4	-0.8	8	-27	-1
COc1ccc(NC(=O)C2CCCN(C(=O)NC3CCCCC3)C2)cc1OC (centres undefined)
 : -33	-1	-2[fluorescence artefact?]	-1.3	-1	1.3	1	-45	-2
CNC(=O)COC(=O)c1cc(NC(=O)c2ccco2)c(OC)c(OC)c1
 : -15	3	-6	-1.3	-1	1.4	-6	-14	0

Three of the compounds above, with each value named:
Cc1ncc(S(=O)(=O)C(C)(C)C)c(N)n1
- S1P4 antagonist: 2
- BaF3 tox: -2
- eIF4E 4G PPI: -4
- PERK inhibitor: 1.4
- Ba/F3 V617F tox: 0
- S1P4 ag: 0.2
- NPY2 pot ag: -2
- Mdm2 ligase inh: -18
- Wee1 degr inh: -1
CCn1cc(C(=O)N2CCc3ccccc3C2)c(=O)c2cc(S(=O)(=O)N3CCCCC3)ccc21
- S1P4 antagonist: 12
- BaF3 tox: 8
- eIF4E 4G PPI: -4
- PERK inhibitor: -0.5
- Ba/F3 V617F tox: 3
- S1P4 ag: -1.9
- NPY2 pot ag: -8
- Mdm2 ligase inh: -12
- Wee1 degr inh: 1
CCCn1c(NC(=S)Nc2ccccc2)nc2ccccc21
- S1P4 antagonist: -14
- BaF3 tox: 6
- eIF4E 4G PPI: -26
- PERK inhibitor: 0.0
- Ba/F3 V617F tox: 0
- S1P4 ag: 0.7
- NPY2 pot ag: -3
- Mdm2 ligase inh: 15
- Wee1 degr inh: 0

(next part)
Values run as follows: S1P4 antagonist	BaF3 tox	eIF4E 4G PPI	PERK inhibitor	Ba/F3 V617F tox	S1P4 ag	NPY2 pot ag	Mdm2 ligase inh	Wee1 degr inh
C=CCc1cc(Cl)ccc1OCCCNCCO
 : -2	7	0	0.8	-1	0.0	-8	-2	2
N#Cc1cnn(Cc2ccc(Cl)cc2)c1N
 : 2	-2	10	1.1	-5	-0.6	12	6	-2
Cc1nonc1NC(=O)c1ccccc1Br
 : -9	7	2[fluorescence artefact?]	-0.3	3	1.6	0	-20	2
COc1cccc(N2CCN(C(=O)c3ccc(=O)oc3)CC2C)c1 (centres undefined)
 : 3	5	0	0.6	3	-1.0	17	-4	0
Cc1cccc(-n2nnnc2SCc2csc(-c3ccccc3)n2)c1
 : -4	-2	-2	0.0	1	-0.7	-14	0	-1
COc1ccc2[nH]c(C(=O)Nc3ccc4c(c3)OCO4)cc2c1
 : -2	-2	1	1.1	0	0.0	-10	-8	4
CN(CCc1ccccn1)C(=O)CCC1CCCN(C(=O)c2ccsc2)C1 (centres undefined)
 : -11	9	0	1.2	3	1.1	-14	0	1
O=C(Cn1c(-c2cscn2)nc2ccccc21)Nc1cc(F)ccc1F
 : -11	3	-1	-0.2	-3	-1.7	4	-10	-1
